SRC1 TRFRET art: counter-screen for PPARgamma SRC-1 recruitment agonists: TR-FRET artefact | AID 1051 | TR-FRET ratio at 8 µM | TR-FRET detection artefact counter-screen, emission ratio; hits give high values | hit rate 0.34% among 99,000; in the data active means TR-FRET ratio above about 2300; further: inactives centre near 1800; reference of the scale not given here
SRC3 TRFRET art: flags TR-FRET format artefacts in PPARgamma SRC-3 recruitment agonist screen; TR-FRET artefact counter-screen, PPARgamma/SRC-3 format; hits give high values; AID 1048; TR-FRET ratio at 8 µM; hit rate 0.39% among 99,000; in the data active means TR-FRET ratio above about 2000; further: inactives centre near 1600; reference of the scale not given here
* marks the source's active call; other numbers are inactive results. This is a subset (hit frequency here may not be typical).

no.	mol	SRC1 TRFRET art	SRC3 TRFRET art
1	CC(C)COC(=O)c1ccccc1OC(=O)c1ccncc1	1997	1692
2	N/C(=N\OC(=O)Cc1ccccc1[N+](=O)[O-])c1ccc(Br)cc1	1523	1539
3	CN(C)CCCN(C(=O)CCOc1ccccc1)c1nc2ccc(F)cc2s1	1506	1642
4	COC(=O)c1cc(C(=O)N2CCN(c3cccc(C)c3C)CC2)cc([N+](=O)[O-])c1	1824	1376
5	Cc1c(C(=O)OCCOC(C)C)[nH]c2c1C(=O)CC(C)(C)C2	1800	1829
6	CC(=O)Oc1ccccc1N(C(C)=O)S(=O)(=O)c1cccc([N+](=O)[O-])c1	1609	1727
7	CCNc1nc(NC(C)C)nc(N(n2cnnc2)S(=O)(=O)c2ccc(C)cc2)n1	1693	1512
8	N#Cc1ccc2c(c1)nc1ccccn12	2204	1658
9	CCOC(=O)c1ccc(N/C(=N/S(=O)(=O)c2ccccc2)c2ccccc2)cc1	1617	1524
10	CCOC(=O)C(C)/C(C)=N/NC(=O)c1cc2ccccc2cc1O (centres undefined)	1952	1670
11	Cc1c(Br)c(-c2n[nH]c(=S)n2Cc2ccco2)nn1C	1833	1431
12	O=c1cc(NCc2ccccc2)nc2ccccn12	1525	1519
13	CCC1(CC)Cc2ccccc2C2=C(C(=O)N3CCCCC3)C(=O)C(=O)N21	1677	1504
14	COc1ccc(NC(=O)Nc2ccccc2SC)cc1	1831	1628
15	O=C(OCC(=O)N1CCc2ccccc2C1)c1ccc(N2CCOCC2)c([N+](=O)[O-])c1	1640	1524
16	CCOC(=O)C(NC(=O)c1ccccc1Cl)(Nc1sc2c(c1C(N)=O)CCC2)C(F)(F)F (centres undefined)	1870	1754
17	CCOc1ccc(NC2=CC(=O)CC(c3ccco3)C2)cc1 (centres undefined)	1560	1391
18	COc1ccc(CN(Cc2ccc(C(=O)O)cc2)C(=S)Nc2cccc(C)c2)cc1OC	1779	1668
19	O=C(CNC(=O)c1ccc(N2C(=O)c3ccccc3C2=O)cc1)OCC(=O)c1ccc(Cl)cc1	1783	1682
20	CCN(CC)CCNC(=O)Cc1c(C(=O)O)n(CC)c2ccccc12	1550	1547
21	Cc1cccc2c1N(CCOc1ccc(C(C)(C)C)cc1)C(=O)C2=O	1647	1611
22	COc1ccccc1Nc1ccc([N+](=O)[O-])cc1N	2201	1657
23	O=C(Cn1c2ccccc2c(=O)c2ccccc21)N/N=C/c1cc([N+](=O)[O-])ccc1N1CCCCC1	1736	1496
24	Cc1sc2nc(-c3cccnc3)[nH]c(=O)c2c1-c1ccccc1	1890	1570
25	CCCN1CCN(CCCNC(=S)Nc2ccc3nc(N4CCN(CC)CC4)cc(C)c3c2)CC1	1920	1607
26	O=C(c1ccc2c3c(cccc13)CC2)C1CCCN(Cc2ccncc2)C1 (centres undefined)	1350	1503
27	CCN(CC)S(=O)(=O)c1cccc(C(=O)NC(C)C(c2cccs2)N2CCCC2)c1 (centres undefined)	1730	1611
28	COc1cccc(/C=C/C(=O)OCC(=O)NCc2ccco2)c1OC	1774	1519
29	CCOC(=O)c1cnc2ccc(OCC)cc2c1NCc1ccccc1	1830	1548
30	CCOc1cc(N2CCOCC2)c(OCC)cc1NC(=O)CN1CCC(Cc2ccccc2)CC1	1981	1566
31	CCOc1cc(C(=O)Nc2cc(C)ccc2C)ccc1OCC(=O)N1CCCCC1	1779	1702
32	COc1ccc(NC(=O)CSCc2ccc(C)cc2)cc1	2016	1572
33	Cn1c(NC(=O)c2ccc(Cl)cc2)cc(=O)n(C)c1=O	1695	1657
34	CCOC(=O)c1c(C)[nH]c(C)c1C(=O)COC(=O)c1ccc(O)cc1	1715	1400
35	Cc1c(Cl)cnn1CC(=O)NC1C(=O)N2C(C(=O)O)=C(CSc3nnnn3C)CSC12 (centres undefined)	2008	1576
36	CCn1cc(C(=O)Nc2ccc(OC)c(S(=O)(=O)N3CCCCC3)c2)c(=O)c2ccc(C)nc21	1794	1704
37	CCCN1CNC(=S)N(c2ccc(C(=O)OCC)cc2)C1	1787	1623
38	Cc1ccc(NC(=O)CSc2nc3c(c(=O)[nH]2)CN(Cc2ccc(F)cc2)CC3)cc1C	1801	1439
39	CCOC(=O)C/C(N)=N/N(C)c1ncc(C(F)(F)F)cc1Cl	1818	1549
40	CCOc1ccc(N(CC)C(=O)COc2cc(=O)n(C)c3ccccc23)cc1	1978	1666
41	O=C(c1cn(-c2ccccc2)nc1-c1cccc([N+](=O)[O-])c1)N1CCCCC1	1852	1434
42	O=C(O)c1cc(N/N=C/c2ccc(N3CCOCC3)s2)ccc1Cl	1779	1499
43	c1ccc(CN=C2Nc3ccccc3CS2)nc1	1905	1622
44	CC(C)NC(=O)NC(=O)CN1C(=O)NC(Cc2c[nH]c3ccccc23)C1=O (centres undefined)	1563	1490
45	COc1ccc(CNC(=S)Nc2ccc(F)c(Cl)c2)cc1OC	1960	1631
46	CC(C)CC1(C)N=C(c2ccccc2)C(=S)N1 (centres undefined)	1689	1545
47	CS(=O)(=O)Nc1cccc(C2=NN(C(=O)c3ccccc3Cl)C(c3ccccc3O)C2)c1 (centres undefined)	1979	1625
48	Cc1ccc2c(CN3CCN(S(=O)(=O)/C=C/c4ccccc4)CC3)cc(=O)oc2c1	1480	1719
49	CC1CC1C(=O)Nc1nc(-c2cccs2)c(-c2cccs2)s1 (centres undefined)	1754	1541
50	CC(=O)Nc1ccc(NC(=O)C(C)OC(=O)/C=C/c2cn(-c3ccccc3)nc2-c2cccnc2)cc1 (centres undefined)	1875	1368
51	CCCC(=O)NC(c1cccs1)c1cc(Cl)c2cccnc2c1O (centres undefined)	1917	1407
52	COCCCNC(=O)c1ccc(C2SCC(=O)N2Cc2ccco2)cc1 (centres undefined)	1462	1441
53	CCCc1cc(-c2ccc(O)c(OCC)c2)c(C#N)c(N)n1	1693	1486
54	Cc1onc(-c2ccccc2)c1C(=O)N1CCN(Cc2ccc3c(c2)OCO3)CC1	1799	1649
55	CCOc1ccc2[nH]cc(C(=O)NCCCN3CCOCC3)c(=O)c2c1	1694	1509
56	O=C(NNc1ncnc2c1cnn2-c1ccccc1)c1cccs1	2077	1592
57	CCN(CC)S(=O)(=O)c1ccc(N2CCCC2)c(C(=O)Nc2ccc(OC)c(Cl)c2)c1	1799	1632
58	CCOC(=O)CN1C2=NCCCN2c2ccccc21	1800	1527
59	CC(=O)Nc1cccc(C(=O)Oc2cccc(C)c2)c1O	1907	1775
60	COc1c(C(O)CC(C)C)ccc2c1C(=O)OCc1cc(C)cc(O)c1O2 (centres undefined)	1927	1718

(listing goes on)
no.	mol	SRC1 TRFRET art	SRC3 TRFRET art
61	FC(F)(F)c1cccc(NC(=S)NC2CCCC2)c1	1667	1719
62	CC1CCC2(CC1)NC(=O)N(CC(=O)Nc1sc3c(c1C(N)=O)CCC3)C2=O (centres undefined)	1365	1258
63	NS(=O)(=O)c1ccc(N2N=C(c3ccccc3)CC2c2ccccc2)cc1 (centres undefined)	1861	1611
64	COc1ccc(C2(O)CCN(C(=O)c3ccc4c(c3)OCO4)CC2)cc1	2058	1599
65	CC(C)(C)NC(=O)NC(=O)CN1CCCCC1	2130	1577
66	CCOc1ccc(-c2cnc(N)n2C)cc1	1936	1497
67	COc1ccc(C2CC(c3ccc4ccccc4c3)=NN2C(=O)CSc2ncccn2)cc1 (centres undefined)	1782	2117*
68	CCOC(=O)/C(C#N)=C\c1ccc(N2CCN(C/C=C/c3ccccc3)CC2)cc1	2018	1515
69	Cc1cc(NC(=O)CC(F)(F)F)n(-c2ccccc2)n1	1687	1622
70	O=C(N/N=C/c1ccco1)c1ccc(NC(=O)C2CC2)cc1	1605	1662
71	COc1cc2c(cc1OC)C(C1C(=O)CC(C)CC1=O)N(C(=O)CCl)CC2 (centres undefined)	1619	1778
72	O=C1c2ccccc2-n2c1nc1ccccc1c2=O	1705	1456
73	O=C(COc1cccnc1[N+](=O)[O-])N1CCc2ccccc21	1844	1544
74	O=C(CSc1nc2ncc(Cl)cc2[nH]1)NC1CCS(=O)(=O)C1 (centres undefined)	1807	1618
75	C/C(=N\O)C1(C)N(O)C(C)(C)C(c2ccco2)=[N+]1[O-] (centres undefined)	1906	1423
76	COc1ccc(Oc2ccc(/C=N/NC(=O)c3cccnc3)cc2[N+](=O)[O-])cc1	1925	1471
77	Cc1cc(C)nc(Sc2ccc3nnnn3n2)n1	2030	1420
78	Cc1ccc(-c2ccc(SCC(=O)N3CCc4ccccc43)nn2)cc1	1946	1411
79	CCOCC(=O)Nc1c(C(=O)Nc2ccc3c(c2)OCCO3)oc2ccccc12	1585	1441
80	CCN(N)C(=S)Nc1ccc(F)cc1	1733	1610
81	CC(C)[C@H]1CN(C)CCN1Cc1cn(C)nc1-c1cccc(Cl)c1	1855	1487
82	O=c1c(Cl)c(NCc2ccc(F)cc2)cnn1C12CC3CC(CC(C3)C1)C2	1632	1518
83	O=S(=O)([N-]c1nc2ccccc2nc1-[n+]1ccc(-c2ccncc2)cc1)c1ccccc1	1521	1546
84	Cc1cc(/C=C(\C#N)c2nnc(N3CCOCC3)n2-c2ccccc2)c(C)n1-c1ccccc1	2140	1572
85	Cc1cccc(N=Nc2c(C)nn(-c3ccccc3)c2N)c1C	2046	1687
86	C=CCNC(=S)Nc1cccc2[nH]ncc12	1486	1474
87	O=c1cc(-c2ccccc2Cl)oc2c([N+](=O)[O-])c(O)cc(O)c12	1775	1612
88	CNC(=S)N1CCC(n2cnc3ccccc32)CC1	1908	1558
89	O=C(N/N=C1\CC2CC=CC12)c1ccccc1Cl (centres undefined)	1611	1506
90	Cc1ccc(OCC(=O)N2CCc3ccccc3C2)c([N+](=O)[O-])n1	1766	1449

Compound profiles (already shown). Values in the order: SRC1 TRFRET art	SRC3 TRFRET art
Shown for `CCCN1CCN(CCCNC(=S)Nc2ccc3nc(N4CCN(CC)CC4)cc(C)c3c2)CC1` : 1920	1607
Shown for `CCOc1ccc(-c2cnc(N)n2C)cc1` : 1936	1497
Shown for `O=c1cc(NCc2ccccc2)nc2ccccn12` : 1525	1519

Following part.
no.	mol	SRC1 TRFRET art	SRC3 TRFRET art
91	Cc1ccc(S(=O)(=O)NCC(=O)NCC(=O)OCC(=O)NC(=O)NC(C)(C)C)cc1C	1954	1503
92	COc1cc(CN2CCSCC2)cc(OC)c1OC	1572	1516
93	NC(=O)COC(=O)c1ccccc1Nc1ccc(SC(F)F)cc1	1581	1597
94	Cc1cc[n+](-c2nc3ccccc3nc2[N-]S(=O)(=O)c2ccccc2)cc1	1690	1521
95	Cc1nn(-c2ccccc2)c(C)c1/C=N/n1c(-c2ccncc2)n[nH]c1=S	1670	1651
96	COCCn1cc(C(=O)NCc2ccco2)c2c3ccccc3n(C)c2c1=O	2062	1769
97	CC1=CC2=NC(=O)CC(C)(C(=O)N(CC(=O)NC3CCCC3)c3cc(C)cc(C)c3)N2C=C1 (centres undefined)	1995	1723
98	COc1ccc(NC(=O)c2ccc(F)cc2)cc1S(=O)(=O)Nc1cc(C)ccc1Br	1735	1701
99	COCCCNC(=S)NNC(=O)c1csc2ccccc12	1557	1396
100	CNS(=O)(=O)c1ccc(NC(=O)Nc2cccc(F)c2)cc1	1405	1562
101	CCOC(=O)C1CCCN(C(=S)Nc2cccc(Cl)c2C)C1 (centres undefined)	1840	1515
102	O=C(O)c1n[nH]nc1-c1ccccc1	1528	1730
103	COc1ccccc1CNC(=O)c1ccc2c(=O)n(CCCN3CCCC3=O)c(=S)[nH]c2c1	1657	1526
104	Cc1cccc(NC(c2ccc(C)s2)c2ccc3ccc(C)nc3c2O)n1 (centres undefined)	1581	1365
105	CC(=O)Nc1ccc(OCc2cccc([N+](=O)[O-])c2)cc1	1815	1626

Overlap with the part before: three compounds, followed by the next part.
no.	mol	SRC1 TRFRET art	SRC3 TRFRET art
103	COc1ccccc1CNC(=O)c1ccc2c(=O)n(CCCN3CCCC3=O)c(=S)[nH]c2c1	1657	1526
104	Cc1cccc(NC(c2ccc(C)s2)c2ccc3ccc(C)nc3c2O)n1 (centres undefined)	1581	1365
105	CC(=O)Nc1ccc(OCc2cccc([N+](=O)[O-])c2)cc1	1815	1626
106	CN(C)c1ccc(/C=C/c2ccc3c4ccccc4ccc3[n+]2-c2ccccc2)cc1	2287	2137*
107	CCC(CC)C(=O)OCC(=O)Nc1cc(OC)c([N+](=O)[O-])cc1C	1871	1688
108	CCCCOc1ccc(CC(=O)NCC(=O)O)cc1	1801	1436
109	CCOC(=O)c1cnc(-c2ccccc2O)nc1Cl	1885	1723
110	O=S(=O)(c1ccc(Cl)cc1)N1CCC(O)(CN2CCN(Cc3ccccc3)CC2)CC1	1482	1252
111	COc1ccc(CCNC(=O)COC(=O)COc2ccc(Cl)cc2)cc1OC	1537	1534
112	CCS(=O)(=O)c1ccc2oc(SCC(=O)NCc3ccccc3)nc2c1	1861	1692
113	CCCOc1ccc(/C=N/NC(=S)Nc2ccccc2[N+](=O)[O-])c(O)c1	1737	1539
114	COC(=O)N/N=C/c1ccc(OCCSc2ccc(Cl)cc2)c(OC)c1	1970	1474
115	Cc1cccc(NC(=S)N2CCCCCC2)c1	1718	1567
116	CCCN(CCC)S(=O)(=O)c1ccc(C(=O)Nc2nnc(COC)o2)cc1	1597	1601
117	CN(C)c1ccc(/C=C(\C#N)c2ccccn2)cc1	1776	1540
118	CCc1ccc(-c2nc(C)c(CCO)c(=O)[nH]2)cc1	1994	1427
119	CCOc1ccc(NC(=O)CSc2ncnc3c2sc2ccccc23)cc1	1813	3136*
120	NC1=NC(=O)C(CC(=O)Nc2ccc3c(c2)OCO3)S1 (centres undefined)	1688	1668
121	COc1ccccc1NS(=O)(=O)c1ccc(N/N=C/C=C/c2ccccc2[N+](=O)[O-])c([N+](=O)[O-])c1	1832	2022
122	COc1ccccc1/C=N/NC(=O)c1cccc(OC(F)(F)C(F)F)c1	1809	1833

Source: PubChem
